Tau FP inhib = blocks human tau fibril formation measured by polarization. P10636. K18 P301L tau heparin fibrillization, Alexa594 FP, 6 h. Potency, µM (top dose mostly 57.7 µM), inactives show at the highest dose activity, negative = inhibition, most hits filed as inhibitors. 280,000 compounds, 0.39% hits. AID 1468; also: % is scaled to controls: 0 for no effect and ±100 for the full control effect; nearly all actives have a fitted effect of over 55% in size
Target sequence (P10636 561-689 P618L limits assumed): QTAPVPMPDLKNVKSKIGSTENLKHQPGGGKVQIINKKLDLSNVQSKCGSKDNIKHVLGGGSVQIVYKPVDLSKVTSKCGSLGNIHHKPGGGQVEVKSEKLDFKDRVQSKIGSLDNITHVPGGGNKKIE
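K18 P301L tau (15 uM unlabeled/0.24 uM Alexa 594-labeled, final) + compound + heparin 20 uM final; 100 mM NaOAc pH 7; 6 hr 37 C; ThT 30 uM final added, 1 hr RT; FP ex 555/em 632 nm.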
ALDH1A1 block = blocks purified human ALDH1A1 activity; 220,000 compounds, 7.3% hits; Potency, µM (doses to about 75.3 µM), for inactives: at the top dose activity, negative = inhibition, most hits filed as inhibitors; P00352; Purified ALDH1A1, NADH fluorescence, propionaldehyde substrate; AID 1030; active = well fitted inhibition curve with a large enough effect, not every such curve was filed as active; inconclusive = small, poorly fitted or top-dose-only effect, or another doubt; inactive = no such curve, though single readings can be large or run the other way;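 also: plate controls were no enzyme wells and a reference inhibitor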
Target sequence (P00352 whole entry, looked up): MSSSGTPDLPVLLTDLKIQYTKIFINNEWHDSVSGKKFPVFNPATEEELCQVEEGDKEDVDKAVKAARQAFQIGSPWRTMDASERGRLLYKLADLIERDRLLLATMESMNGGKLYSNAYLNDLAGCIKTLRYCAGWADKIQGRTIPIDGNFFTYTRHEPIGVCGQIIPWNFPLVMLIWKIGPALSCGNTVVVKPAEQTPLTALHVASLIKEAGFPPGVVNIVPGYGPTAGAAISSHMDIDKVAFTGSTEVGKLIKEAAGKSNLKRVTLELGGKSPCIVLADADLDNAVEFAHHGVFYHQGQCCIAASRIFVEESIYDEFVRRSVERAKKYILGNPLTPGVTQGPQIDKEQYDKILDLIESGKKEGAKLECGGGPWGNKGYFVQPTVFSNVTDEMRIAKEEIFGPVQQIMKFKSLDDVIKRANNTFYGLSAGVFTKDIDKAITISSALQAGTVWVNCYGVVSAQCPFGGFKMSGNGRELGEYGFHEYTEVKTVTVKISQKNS
Tau fluor cs = counter-screen for tau fibril formation inhibitors; tau K18 P301L Alexa594 fluorescence, heparin fibrillization; Potency, µM (highest dose often 57.7 µM), for the others: at the top dose activity change, negative = decrease; 280,000 compounds, 0.93% hits; AID 1463; also: % is scaled to controls: 0 for no effect and ±100 for the full control effect; nearly all actives have a fitted effect of over 55% in size
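Human tau K18 P301L (15 uM unlabeled, 0.24 uM Alexa 594-labeled) in 100 mM sodium acetate pH 7 with 20 uM heparin, 6 hr at 37 C. ThT 30 uM added, 1 hr ambient; Alexa 594 FP and total fluorescence read at 555/632 nm.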
SMN2 splice enh = SMN2 splice variant enhancement; Potency, µM (top dose mostly 46.1 µM), without a hit: at the highest dose activity change, positive = activation, hits mostly activators; 210,000 compounds, 2.8% hits; HEK293 SMN2-luciferase splicing reporter, luminescence, 30-36 h; AID 1458; also: % of control where 0% means no effect; nearly all actives have a fitted effect of over 55% in size
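HEK293 cells carry an SMN2 minigene-luciferase reporter in which exon 7 inclusion puts luciferase in frame. Cells were seeded at 2000 cells/well, attached for 10-12 hours, then exposed to compounds for 30-36 hours at 37C before ONE-Glo luminescence.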
HttQ103 aggreg = reduces HttQ103-GFP aggregates in PC12 cells; PC12 HttQ103-GFP aggregates, Acumen cytometry, 40 h; Potency, µM (titrated, usually from 46.1 µM), inactives show at the highest dose activity change, negative = inhibition, hits mostly inhibitors; 220,000 compounds, 1.1% hits; AID 1688; also: % is scaled to controls: 0 for no effect and ±100 for the full control effect; nearly all actives have a fitted effect of over 60% in size
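PC12 cells stably carrying ecdysone-inducible HTT exon 1 Q103–GFP were induced with tebufenozide (100 nM final) and treated with library compounds in titration. GFP aggregates in lysates were counted by laser scanning cytometry.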
Tau ThT inhib = inhibitors of human tau fibril formation, thioflavin T binding. recombinant tau K18 P301L, heparin-induced fibrillization, ThT fluorescence. AID 1460. 270,000 compounds, 2.1% hits. Potency, µM (series often up to 57.4 µM), without a hit: at the highest dose activity, negative = inhibition, actives largely listed as inhibitors; also: % is scaled to controls: 0 for no effect and ±100 for the full control effect; nearly all actives have a fitted effect of over 55% in size
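Fibril formation assay: tau K18 P301L at 15 uM with trace Alexa 594 label, heparin inducer 20 uM, pH 7 sodium acetate buffer, 37 C for 6 hr; endpoint ThT signal.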
JMJD2E inh = blocks human JMJD2E demethylase activity; B2RXH2; JMJD2E catalytic domain, FDH-coupled NADH fluorescence (FDH is formaldehyde dehydrogenase); Potency, µM (series often up to 57.1 µM), inactives show top-dose activity change, negative = inhibition, actives largely listed as inhibitors; 230,000 compounds, 1.6% hits; AID 2147; active = well fitted inhibition curve with a large enough effect, not every such curve was filed as active; inconclusive = small, poorly fitted or top-dose-only effect, or another doubt; inactive = no such curve, though single readings can be large or run the other way;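 also: 0% = wells with enzyme and -100% = buffer wells without enzyme; nearly all actives have a fitted effect of over 50% in size; many of its hits are not listed in these tables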
Target sequence (B2RXH2 1-337 limits assumed): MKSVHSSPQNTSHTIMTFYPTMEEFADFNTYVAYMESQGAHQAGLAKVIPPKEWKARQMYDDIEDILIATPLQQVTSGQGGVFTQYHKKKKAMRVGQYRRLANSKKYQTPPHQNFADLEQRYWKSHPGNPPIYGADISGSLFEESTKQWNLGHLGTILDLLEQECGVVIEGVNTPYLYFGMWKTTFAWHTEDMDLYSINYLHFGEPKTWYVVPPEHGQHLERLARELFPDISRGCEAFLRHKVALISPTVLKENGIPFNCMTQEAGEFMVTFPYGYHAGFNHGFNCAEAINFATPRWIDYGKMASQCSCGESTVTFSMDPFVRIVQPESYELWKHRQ
HTT ATP protect = cytoprotection in Huntington HTT-Q103 PC12 cell model; PC12 HTT-Q103 induced, cytoprotection, ATP luminescence, 40 h; Potency, µM (top dose mostly 56.4 µM), for inactives: cytoprotection (ATP increase), actives largely listed as activators; 230,000 compounds, 0.14% hits;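 also: % of control where 0% means no effect; nearly all actives have a fitted effect of over 45% in size; toxic huntingtin expression switched on by the ecdysone agonist tebufenozide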
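PC12 cells stably carrying ecdysone-inducible Htt exon 1 (Q103)–GFP were induced with 100 nM tebufenozide (final) alongside library compounds in a dose series. Cytoprotection was scored as retained ATP by ATPlite luminescence.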
An asterisk follows results filed as active; ? = inconclusive; nt = no result given; [ ] = dose if it differs, or a comment. Unless noted, calls follow the shape of the dose curve; as a rule, active = well fitted curve in the direction sought with a large enough effect; inconclusive = small, poorly fitted or top-dose-only effect, or another doubt; inactive = no such curve, though single readings can be large; an effect the other way counts as inactive or inconclusive. Potency is read from the fitted curve at half-maximal effect. The list is partial, so the mix of outcomes need not match the whole.

(1) Cc1cc(OCC(=O)NC(C)c2ccccc2)ccc1[N+](=O)[O-] (stereo unspecified)
(2) CCC(=O)N1CCN(c2ccccc2NC(=S)NC(=O)c2cccc([N+](=O)[O-])c2)CC1
(3) COc1ccc(-c2cc(C(=O)OC3CCOC3=O)c3ccccc3n2)cc1OC (stereo unspecified)
(4) O=C(NCCCn1ccnc1)Nc1cccc2ccccc12
(5) CCNS(=O)(=O)c1ccc(NC(=O)Cn2nc(C(F)(F)F)cc2C)cc1
(6) Cc1ccc(Cl)cc1N1CCN(C(=O)c2ccc3c(c2)N(Cc2ccccc2F)C(=O)c2ccccc2S3=O)CC1 (stereo unspecified)

Assay by compound,1,2,3,4,5,6
Tau FP inhib,10%,9%,-11%,-10%,12%,-5%
ALDH1A1 block,25µM*,14µM*,-4%,7%,5%,nt
Tau fluor cs,-4%,-26%,?,-9%,-10%,-7%
SMN2 splice enh,-27%,17%,-4%,-13%,-13%,-7%
HttQ103 aggreg,5%[9.22 µM],21%,1%,0%,6%,nt
Tau ThT inhib,1%,-12%,-15%,-11%,-14%,-9%
JMJD2E inh,-2%,-9%,-17%,?,-7%,nt
HTT ATP protect,13%,nt,-41%[10 µM],18%[10 µM],12%,nt

(7) O=C(O)c1ccc(-c2ccccn2)s1
(8) O=C(CSc1cccc[n+]1[O-])c1cc(Cl)ccc1Cl
(9) OCCn1c(-c2ccc(F)cc2)csc1=Nc1ccccc1
(10) CCCNC(=O)CSc1c2c(nc3ccc(Cl)cc13)CCCC2
(11) CC(=O)Oc1cccc(C(=O)Nc2c[nH]c(=O)[nH]c2=O)c1
(12) CCN(CC)S(=O)(=O)c1cc(NS(=O)(=O)c2cc(Cl)ccc2Cl)ccc1C

Assay by compound,7,8,9,10,11,12
Tau FP inhib,-3%,-7%,11%,5%,-6%,-9%
ALDH1A1 block,-4%,?,-14%,nt,11%,16µM*
Tau fluor cs,-4%,-3%,-21%,-8%,-1%,-22%
SMN2 splice enh,13%,?,-78%[inhibitor],-10%,-21%,-11%
HttQ103 aggreg,7%,-27%,-13%,nt,31%,-1%
Tau ThT inhib,1%,-14%,-16%,-14%,4%,-6%
JMJD2E inh,?,-20%,-3%,nt,-2%,3%
HTT ATP protect,14%[10 µM],-28%,nt,nt,-8%,-4%[0.074 µM]

(13) O=C(Nc1nsc(-c2ccccc2)n1)c1ccc(F)cc1
(14) COc1cccc(NC(=O)CCN2CCN(c3ccccc3)CC2)c1
(15) Cc1[nH]n(-c2ccccc2)c(=O)c1N=Nc1ccccc1C(=O)N1CCOCC1
(16) COC(=O)C1=C(O)/C(=C\c2sccc2C)N=C1C
(17) Cn1c(=NC(=O)COc2ccccc2)sc2cc(F)cc(F)c21
(18) COc1ccc(N(CC(=O)NC2CCCC2)S(=O)(=O)c2c(C)[nH]c(=O)[nH]c2=O)cc1

Assay by compound,13,14,15,16,17,18
Tau FP inhib,5%,-5%,12%,4%,15%,0%
ALDH1A1 block,-5%,nt,-5%,6%,10%,3%
Tau fluor cs,-4%,-17%,-12%,-9%,-2%,2%
SMN2 splice enh,?,24%,-10%,1%,nt,9%
HttQ103 aggreg,?,nt,?,-2%,-8%[9.22 µM],3%
Tau ThT inhib,?,?,?,?,-10%,2%
JMJD2E inh,4%,nt,1%,5%,-5%,-5%
HTT ATP protect,-28%,nt,nt,8%[10 µM],15%[10 µM],4%

Brought forward from above: four entries; new compounds follow.
(15) Cc1[nH]n(-c2ccccc2)c(=O)c1N=Nc1ccccc1C(=O)N1CCOCC1
(16) COC(=O)C1=C(O)/C(=C\c2sccc2C)N=C1C
(17) Cn1c(=NC(=O)COc2ccccc2)sc2cc(F)cc(F)c21
(18) COc1ccc(N(CC(=O)NC2CCCC2)S(=O)(=O)c2c(C)[nH]c(=O)[nH]c2=O)cc1
(19) CCC12CN(C(=O)c3ccc([N+](=O)[O-])cc3)CC(CC)(CN(C(=O)c3ccc([N+](=O)[O-])cc3)C1)C2=O
(20) O=C(Cc1ccccc1)Nc1ccc(NC(=O)C2CCCCC2)nc1
(21) COC(=O)C(C(=O)OC)c1ccc(NC(=O)c2cccc(Cl)c2)cc1
(22) O=[N+]([O-])c1ccc2n[nH]nc2c1
(23) CN1CCN(/C=C(\C#N)S(=O)(=O)c2ccc(Cl)cc2)CC1
(24) CCC(CC)C(=O)c1c[nH]c(C(=O)NCCCN2CCOCC2)c1

Assay by compound,15,16,17,18,19,20,21,22,23,24
Tau FP inhib,12%,4%,15%,0%,-8%,-9%[2.34 µM],-1%,-12%,-6%,0%
ALDH1A1 block,-5%,6%,10%,3%,nt,-1%,3%,-5%,nt,3%
Tau fluor cs,-12%,-9%,-2%,2%,1%,2%[2.34 µM],-1%,-11%,-7%,1%
SMN2 splice enh,-10%,1%,nt,9%,nt,nt,?,-23%,nt,-20%
HttQ103 aggreg,?,-2%,-8%[9.22 µM],3%,-14%[9.22 µM],-37%[9.22 µM],12%,-10%,17%[9.22 µM],-9%
Tau ThT inhib,?,?,-10%,2%,nt,-1%,-1%,-15%,-2%,-4%
JMJD2E inh,1%,5%,-5%,-5%,8%,-1%,16%,8%,7%,5%
HTT ATP protect,nt,8%[10 µM],15%[10 µM],4%,1%[10 µM],-53%[inhibitor][10 µM],-19%[10 µM],5%,10%[10 µM],-99%[inhibitor]

(25) O=C(O)CCc1nn2cnc3sc4c(c3c2nc1=O)CCCC4
(26) O=c1c2c3c(sc2nnn1Cc1ccc(Br)cc1)CCCC3
(27) CN1CCOCCOCCOCCN(C)C1=S
(28) CC(C)c1noc2ncc(C(=O)c3cc(Cl)cc(Cl)c3O)cc12
(29) Cc1ccccc1OCC(=O)Nc1ccc2oc(-c3ccc(F)cc3)nc2c1
(30) COc1ccc(OCC(=O)NNC(=O)c2c(-c3ccccc3Cl)noc2C)cc1

Assay by compound,25,26,27,28,29,30
Tau FP inhib,-2%,0%,0%,14%,-2%,-3%
ALDH1A1 block,-4%,nt,-5%,4%,nt,3%
Tau fluor cs,-10%,-26%,1%,-7%,4%,-16%
SMN2 splice enh,-1%,14%,nt,-9%,6%,nt
HttQ103 aggreg,-15%,nt,17%[9.22 µM],11µM*,nt,3%[9.22 µM]
Tau ThT inhib,-11%,-13%,-9%,?,-13%,-10%
JMJD2E inh,-12%,nt,1%,6%,nt,3%
HTT ATP protect,13%,nt,15%[10 µM],-17%,nt,-2%[10 µM]

(31) Cc1ccc(C)c(Nc2nnc(-n3nc(C)cc3C)c3ccccc23)c1
(32) Cc1ccc(SCCCCN2C(=O)NC(C)(C)C2=O)cc1
(33) CCn1nc(C)c(NC(=O)CSc2nnc(-c3ccco3)n2C)c1C
(34) CCCCn1c(SCc2nnc(-c3ccccc3)o2)nc2c1c(=O)n(C)c(=O)n2C
(35) CCCOc1ccc2c3c(c(=O)oc2c1OCCC)CCCC3
(36) Cc1ccnc(NS(=O)(=O)c2ccc(NC(=O)CCS(=O)(=O)c3ccccc3)cc2)n1

Assay by compound,31,32,33,34,35,36
Tau FP inhib,3%,-14%,-10%,-5%,3%,4%
ALDH1A1 block,nt,?,0%,-12%,?,0%
Tau fluor cs,-8%,-6%,-2%,-6%,-7%,-6%
SMN2 splice enh,4%,-11%,3%,-52%[inhibitor],?,37%
HttQ103 aggreg,nt,-1%,-2%,-8%,-20%,13%
Tau ThT inhib,-11%,-2%,-5%,-3%,-13%,-10%
JMJD2E inh,nt,0%,5%,10%,?,-4%
HTT ATP protect,nt,0%,4%,-19%[10 µM],-40%[inhibitor],-16%

(37) O=C(O)c1cccc(NC(=S)NC(NC(=O)c2cccc([N+](=O)[O-])c2)C(Cl)(Cl)Cl)c1 (stereo unspecified)
(38) C=CCN1C(=O)NC2(O)C(=O)c3ccccc3C12O (stereo unspecified)
(39) CC(=C/c1ccco1)/C=N/NC(=O)Cc1cccn1C
(40) CCOc1cc(-n2ncc(C#N)c2N)nc(SC)n1
(41) COc1ccc(N(C(=O)/C=C/c2ccc(OC)c(OC)c2)C2=CC3CCC(C2)N3C)cc1 (stereo unspecified)
(42) CCOC(=O)c1ccc(N2C(=O)C(O)=C(C(C)=O)C2c2ccccn2)cc1 (stereo unspecified)

Assay by compound,37,38,39,40,41,42
Tau FP inhib,0%,-2%,-12%,-7%,1%,0%
ALDH1A1 block,nt,4%,25µM*,3%,2%,3%
Tau fluor cs,-23%,-9%,-13%,-2%,-5%,-9%
SMN2 splice enh,nt,-4%,12%,23%,-7%,?
HttQ103 aggreg,15%[9.22 µM],5%,?,9%,12%,-11%
Tau ThT inhib,nt,-9%,?,-8%,-10%,-12%
JMJD2E inh,2%,-1%,?,0%,-6%,?
HTT ATP protect,1%[10 µM],-7%[10 µM],-5%[1.9 µM],-6%[10 µM],-15%,-1%[10 µM]

(43) Cn1c(=O)[nH]c(=O)c2c1nc(N1CCCCC1)n2CCSc1nc2ccccc2o1
(44) CCOC(=O)C1=C(C)N(CC(C)C)C(=O)C1
(45) S=c1[nH]nc(-c2ccccn2)n1/N=C/c1cccc2ccccc12
(46) CCCc1ccc(NC(=O)C2CCCN(c3cnccn3)C2)cc1 (stereo unspecified)
(47) O=C(NCc1cccc(C(F)(F)F)c1)C1CC(c2ccccc2C(F)(F)F)=NO1 (stereo unspecified)
(48) CCOc1ccc(Cl)cc1S(=O)(=O)NCc1cccnc1

Assay by compound,43,44,45,46,47,48
Tau FP inhib,-4%,0%,0%,-1%,9%,2%
ALDH1A1 block,4%,?,?,nt,nt,10%
Tau fluor cs,-2%,-1%,-2%,-13%,-17%,-2%
SMN2 splice enh,-4%,nt,14%,-17%,nt,6%
HttQ103 aggreg,9%,3%[9.22 µM],10%,nt,?,-6%[9.22 µM]
Tau ThT inhib,-2%,-4%,-12%,3%,3%,-8%
JMJD2E inh,2%,-3%,?,nt,-7%,4%
HTT ATP protect,-12%,9%[10 µM],-2%[10 µM],nt,-95%[inhibitor][10 µM],-14%
